TGFb inhibitor: TGF-b pathway inhibition; HepG2 CAGA-GFP TGF-b/SMAD3 reporter, GFP fluorescence, 18 h; TGF-beta stimulated, 500 pg/mL final; Potency, µM (top dose mostly 46.1 µM), for inactives: top-dose activity, negative = inhibition, most hits filed as inhibitors; 410,000 compounds, 1.2% hits; AID 588855; also: potency is read from the fitted curve at half-maximal effect; % is scaled to controls: 0 for no effect and ±100 for the full control effect; nearly all actives have a fitted effect of over 65% in size
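HEPG2 CAGA-GFP reporter cells (1000/well, DMEM with 1% FBS) received compounds, then recombinant TGF-beta at 500 pg/mL final for 18 hours at 37 degrees C. Per-cell GFP summed per well was normalised to unstimulated and stimulated DMSO controls before curve fitting.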
ATXN2 expr inh: reduces ATXN2 reporter expression in HEK-293 cells. Potency, µM (top dose mostly 57 µM), without a hit: at the highest dose activity change, negative = inhibition, usual class: inhibitors. HEK-293 ATXN2-luciferase reporter, luminescence, 24 h. AID 1745845. 360,000 compounds, 0.72% hits; also: potency is read from the fitted curve at half-maximal effect; % is scaled to controls: 0 for no effect and ±100 for the full control effect; nearly all actives have a fitted effect of over 55% in size
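ATXN2-luciferase reporter cells (luciferase flanked by upstream and downstream ATXN2 gene portions) were treated 24 h at 37 °C with compounds at up to 57 uM. SteadyGlo luminescence gave expression; GF-AFC fluorescence gave viability.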
S2 tox: cell viability loss in ATXN counter-screen. S2 cells (HEK-293 line with an ATXN2-luciferase reporter) viability, CellTiter-Fluor protease fluorescence, 24 h. Potency, µM (highest dose often 56.7 µM), most hits filed as cytotoxic. 400,000 compounds, 0.49% hits; also: potency is read from the fitted curve at half-maximal effect; nearly all actives have a fitted effect of over 40% in size
EPAC2 agonist: activates human EPAC2 exchange factor | EPAC2 activation, biochemical qHTS; response scale: 100% = 6.5 mM cAMP response | Q8WZA2 | 360,000 compounds, 0.079% hits | Potency, µM (series often up to 154 µM), without a hit: at the highest dose activation, hits mostly activators; also: potency is read from the fitted curve at half-maximal effect; nearly all actives have a fitted effect of over 50% in size
Target sequence (Q8WZA2 whole entry, looked up): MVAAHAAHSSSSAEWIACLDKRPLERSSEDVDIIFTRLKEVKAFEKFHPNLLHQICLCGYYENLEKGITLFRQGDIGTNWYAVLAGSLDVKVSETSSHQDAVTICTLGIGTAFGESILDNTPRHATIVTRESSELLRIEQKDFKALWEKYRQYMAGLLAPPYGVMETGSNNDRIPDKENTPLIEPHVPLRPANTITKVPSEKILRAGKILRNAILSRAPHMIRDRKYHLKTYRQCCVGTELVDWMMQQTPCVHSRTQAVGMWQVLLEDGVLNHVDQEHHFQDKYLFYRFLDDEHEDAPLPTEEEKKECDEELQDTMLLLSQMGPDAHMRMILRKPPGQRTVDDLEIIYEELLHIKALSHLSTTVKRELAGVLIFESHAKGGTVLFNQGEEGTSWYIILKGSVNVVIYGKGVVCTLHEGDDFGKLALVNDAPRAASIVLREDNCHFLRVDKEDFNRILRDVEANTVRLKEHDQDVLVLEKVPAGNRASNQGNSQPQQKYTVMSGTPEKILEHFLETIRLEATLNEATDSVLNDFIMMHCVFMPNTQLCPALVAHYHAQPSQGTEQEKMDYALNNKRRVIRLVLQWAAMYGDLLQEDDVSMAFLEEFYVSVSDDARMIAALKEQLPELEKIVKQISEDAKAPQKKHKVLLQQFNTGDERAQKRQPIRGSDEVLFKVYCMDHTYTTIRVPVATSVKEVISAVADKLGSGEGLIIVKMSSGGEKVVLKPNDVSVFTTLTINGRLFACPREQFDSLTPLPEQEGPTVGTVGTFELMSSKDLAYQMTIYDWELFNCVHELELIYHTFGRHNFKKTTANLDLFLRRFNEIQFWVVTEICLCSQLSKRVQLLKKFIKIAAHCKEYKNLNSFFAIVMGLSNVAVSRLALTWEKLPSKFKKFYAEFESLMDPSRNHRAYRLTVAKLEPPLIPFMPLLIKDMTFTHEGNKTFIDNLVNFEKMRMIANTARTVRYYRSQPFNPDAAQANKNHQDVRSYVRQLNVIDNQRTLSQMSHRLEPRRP
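Exchange assay: 100 nM EPAC2 with 250 nM Rap1B-BODIPY-GDP and 50 uM GDP. Fluorescence (ex 480/em 540 nm) read every 5 min for 30 min at room temperature. Data normalized to 6.5 mM cAMP as agonist control.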
A549 viability: kills or reduces viability of A549 cells in Nrf2 counter-screen; A549 ARE-Fluc cells, CellTiter-Fluor viability, 18-24 h; Potency, µM (doses to about 46 µM), for the others: at the top dose activity change, negative = cytotoxicity, actives largely listed as inhibitors; 390,000 compounds, 0.16% hits; also: potency is read from the fitted curve at half-maximal effect; % is scaled to controls: 0 for no effect and ±100 for the full control effect
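A549 ARE-Fluc cells in 5% FBS OPTI-MEM, 5000 cells/well, rested 2 h then exposed to compounds in concentration-response for 18-24 h at 37 °C. Viability by CellTiter-Fluor fluorescence (Ex 405/Em 525) after 30 min; luciferase luminescence (BugLite, 15 min, RT) read afterwards.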
HepG2 viability: HepG2 cytotoxicity, counter-screen for TGF-b inhibitors; HepG2 CAGA-GFP viability, ATP luminescence, 18 h; Potency, µM (series often up to 46.1 µM), inactives show at the top dose activity change, negative = cytotoxicity, actives largely listed as cytotoxic; 410,000 compounds, 0.76% hits; AID 588856; also: potency is read from the fitted curve at half-maximal effect; some results filed as inactive show a strong effect at the top dose
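CellTiter-Glo luminescence gave cytotoxicity after 18 hours at 37 degrees C. The cells were HepG2 CAGA-GFP in 1% FBS DMEM, stimulated with 500 pg/mL TGF-beta after compound addition. %Activity was normalised to no-cell wells (complete cell-killing) and DMSO (no toxicity), and curves were fitted and classified.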
Nrf2 ARE act: activates Nrf2 signaling; Potency, µM (top dose mostly 46.1 µM), for inactives: at the top dose activation, usual class: activators; AID 624171; 410,000 compounds, 0.31% hits; AREc32 ARE-luciferase reporter (MCF7-derived line), luminescence, 24 h; also: potency is read from the fitted curve at half-maximal effect; % of control where 0% means no effect; nearly all actives have a fitted effect of over 65% in size
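Steps: seed AREc32_Fluc cells (1000/well, 5% FBS OPTI-MEM); incubate overnight at 37 deg C; add 23 nL compound; incubate 24 hr; add Steady-Glo; hold 30 min RT; read luminescence.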
Nrf2 block: inhibitors of Nrf2 signaling. A549 ARE-Fluc reporter, luciferase luminescence, 18-24 h. Potency, µM (doses to about 46 µM), inactives show at the top dose activity change, negative = inhibition, hits mostly inhibitors. 360,000 compounds, 2.1% hits. AID 504444; also: potency is read from the fitted curve at half-maximal effect; % is scaled to controls: 0 for no effect and ±100 for the full control effect; nearly all actives have a fitted effect of over 60% in size
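In this cell-based qHTS, ARE-driven firefly luciferase in A549 cells reports Nrf2 activity; the luminescent signal after BugLite lysis is the measured value, with a prior CellTiter-Fluor read for cell health.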
IL2 activator: activates IL-2 in a cell-based reporter assay. IL-2 activation reporter assay, cell-based qHTS; stimulated with anti-CD3/CD4/CD28 beads; in transgenic mouse T cells. activation, % (series mostly up to about 46 µM). 360,000 compounds, 0.065% hits; in the data active = activation above about 50%; inconclusive = mostly about 30% to 49%; also: 0% is about no effect
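Readout: EGFP and DsRed signals by fluorescent plate cytometry. Unstimulated transgenic mouse T cells received compound 60 min before antibody-bead stimulation, then incubated 18 h at 37 degrees C.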
* marks the source's active call; other numbers are inactive results; i = inactive; ? = inconclusive; . = not tested or not shown; [ ] = remark or other dose. Unless noted, calls follow the shape of the dose curve; as a rule, active = well fitted curve in the direction sought with a large enough effect; inconclusive = small, poorly fitted or top-dose-only effect, or another doubt; inactive = no such curve, though single readings can be large; an effect the other way counts as inactive or inconclusive.

| molecule | HepG2 viability | IL2 activator | Nrf2 ARE act | EPAC2 agonist | Nrf2 block | S2 tox | A549 viability | ATXN2 expr inh | TGFb inhibitor |
| --- | --- | --- | --- | --- | --- | --- | --- | --- | --- |
| Cc1cccn2c(=O)c(C(=O)NC3CCCCC3)c(O)nc12 | -2.1% | 0.5 | -0.5% | -12.7% | 11.2% | i | -2.9% | . | 0.5% |
| Cc1nnc(SC(C)C(=O)NC2CCCCC2C)s1 (stereo not given) | 12.1% | -0.1 | -0.3% | 5.7% | 8.3% | i | 1.2% | -10.7% | 2.3% |
| COc1cccc(-c2cc(C(=O)NCc3ccco3)c3ccccc3n2)c1 | -1.2% | 2.4 | 7.2% | 0.1% | 10.2% | i | 7.1% | 16.1% | 5.0% |
| O=c1[nH]c2ccc(Cl)cc2c(-c2ccccc2)c1SC(=S)N1CCOCC1 | -65.3% | -0.2 | 4.4% | 2.8% | ? | i | -18.8% | -6.6% | 12.6µM* |
| CCNC(=O)/C(C#N)=C/c1c(N2CCN(c3cccc(Cl)c3)CC2)nc2c(C)cccn2c1=O | -3.0% | -1.4 | 3.6% | -1.6% | ? | i | ? | 15.5% | -14.6% |
| Cn1c(=O)c2cc(S(=O)(=O)NCCC(=O)NCCc3ccc(Cl)cc3)ccc2n(C)c1=O | -35.7% | -1.6 | -0.3% | 3.0% | 13.1% | i | 14.1% | -2.9% | 4.0% |
| COCCN(C(=O)c1ccccc1OC1CCN(S(C)(=O)=O)CC1)C(C)C | -1.0% | 1.9 | 0.4% | 5.2% | 7.1% | i | 7.2% | . | 3.5% |
| Cc1oc2ncn(C)c(=O)c2c1C(=O)N1CCN(c2ccccc2)CC1 | -28.0% | . | -0.5% | . | -11.1% | i | 2.9% | 4.4% | ? |
| COc1ccc(OC)c(C(C)NC(=O)c2ccco2)c1 (stereo not given) | -20.0% | -1.2 | 0.2% | 9.8% | -4.3% | i | -10.4% | -9.2% | 14.1% |
| NC(=S)N/N=C/c1ccccc1OC(=O)/C=C/c1ccccc1 | 3.98µM* | 29.5 | 18.2% | 18.4% | 0.1% | ? | 6.0% | 1.78µM* | 7.08µM* |

Entries listed so far containing an aryl methoxy group:
| molecule | HepG2 viability | IL2 activator | Nrf2 ARE act | EPAC2 agonist | Nrf2 block | S2 tox | A549 viability | ATXN2 expr inh | TGFb inhibitor |
| --- | --- | --- | --- | --- | --- | --- | --- | --- | --- |
| COc1cccc(-c2cc(C(=O)NCc3ccco3)c3ccccc3n2)c1 | -1.2% | 2.4 | 7.2% | 0.1% | 10.2% | i | 7.1% | 16.1% | 5.0% |
| COc1ccc(OC)c(C(C)NC(=O)c2ccco2)c1 (stereo not given) | -20.0% | -1.2 | 0.2% | 9.8% | -4.3% | i | -10.4% | -9.2% | 14.1% |

Further entries follow:
| molecule | HepG2 viability | IL2 activator | Nrf2 ARE act | EPAC2 agonist | Nrf2 block | S2 tox | A549 viability | ATXN2 expr inh | TGFb inhibitor |
| --- | --- | --- | --- | --- | --- | --- | --- | --- | --- |
| Cc1cc(NC(=O)C2CC(=O)N(c3ccccc3)C2)no1 (stereo not given) | -18.3% | -0.5 | 0.0% | -1.0% | 1.5% | i | 1.2% | 11.5% | 5.3% |
| O=C(Nc1ccccc1SCC1CSc2nc3ccccc3c(=O)n21)c1ccccc1 (stereo not given) | 4.2% | -0.3 | -0.8% | 2.2% | . | ? | ? | 16.1% | -4.9% |
| COCCN(C(=O)COC(=O)c1ccc(Cl)s1)c1c(N)n(Cc2ccccc2)c(=O)[nH]c1=O | -7.3% | -1.0 | -0.2% | 10.9% | 4.8% | i | 1.9% | 0.3% | 5.2% |
| CC(C)NS(=O)(=O)c1ccc(CCC(=O)NCc2ccco2)cc1 | -32.1% | -0.6 | 0.4% | 7.8% | ? | i | -2.4% | 2.0% | -13.3% |
| Cc1ccc(S(=O)(=O)N(C)C[C@@H]2Oc3ncc(C#CCC(C)C)cc3C(=O)N([C@H](C)CO)C[C@H]2C)cc1 | -11.9% | -4.6 | -0.2% | 2.8% | . | ? | . | ? | ? |
| COc1ccccc1N=C1SC(C(=O)Nc2cccc(Cl)c2Cl)C(N)=C1C(N)=O (stereo not given) | 2.1% | 2.1 | 5.4% | -5.6% | 5.5% | ? | -13.6% | -18.0% | -10.1% |
| CNC(=O)c1ccccc1Sc1cccc2cccc(C(=O)O)c12 | -0.1% | -0.7 | -0.9% | 3.9% | 6.2% | i | -6.0% | 21.7% | 0.4% |
| CC(C)(C)S(=O)N1Cc2cc(C(=O)N3CCOCC3)nc(-c3cccc(Br)c3)c2[C@@H]1CCO (stereo not given in full) | -5.6% | -0.6 | 0.7% | 0.0% | . | i | . | -8.1% | -18.4% |
| Cc1nn(-c2ccccc2)c(C)c1C(=O)OCC(=O)Nc1ccccc1 | -12.7% | 5.1 | 3.2% | 1.3% | -2.5% | i | -5.5% | 36.9%[activator] | 1.6% |
| COc1ccc(C=CC(C)=NNC(=O)c2ccncc2)cc1 | -62.9% | -0.9 | 8.0% | -6.4% | 16.5% | ? | -0.9% | ? | -2.6% |
| Cc1cc(=O)oc2cc(NC(=O)C(C)Oc3cccc(Cl)c3)ccc12 (stereo not given) | -15.4% | -1.4 | 9.4% | -14.7% | -15.8% | ? | -1.5% | -23.2% | ? |
| Cc1cnc(C(=O)OCC(=O)NCc2ccc3c(c2)OCO3)cn1 | -9.4% | 0.5 | 0.0% | ? | -1.5% | i | 7.4% | 3.3% | -24.2% |
| Cc1nn(CCCC(=O)Nc2cccc(F)c2)c(=O)c2c1sc1ccccc12 | 1.6% | . | -1.3% | . | 2.59µM* | . | -12.9% | . | 43.2%[activator] |
| COc1ccc(C)cc1S(=O)(=O)N1CCN(Cc2ccccc2)CC1 | -10.3% | -3.6 | 0.2% | 1.7% | 2.6% | i | ? | -13.1% | 18.0% |
| O=C(COc1ccc2ccc(=O)oc2c1)Nc1cccc(S(=O)(=O)N2CCCCC2)c1 | 3.3% | 0.6 | -0.2% | -4.4% | -18.2% | ? | -4.1% | -28.5% | -8.0% |
| O=C(O)CN=C(NS(=O)(=O)c1ccccc1)c1ccccc1 | 15.0% | -0.6 | -1.1% | -0.2%[15.6 µM] | 16.4% | i | 1.2% | -10.1% | 10.8% |
| Cc1cc(C(=O)Nc2cccc3ccccc23)n(-c2ccccc2)n1 | -14.9% | 3.1 | 0.4% | 3.3% | -1.7% | i | -0.4% | 4.0% | 3.8% |
| COc1ccccc1N1CCN(C(=O)Cn2c(=O)n3nc(-c4cccc(C)c4)nc3c3ccccc32)CC1 | -0.4% | . | -0.3% | . | . | i | -3.2% | 7.4% | 0.7% |
| C[C@@H](NC(=O)c1nc[nH]c1C(=O)N1CCN(C(=O)OC(C)(C)C)CC1)c1ccccc1 | -4.1% | 0.4 | -0.3% | -3.7% | 9.4% | i | -9.2% | 169.9%[activator] | 1.1% |
| Cc1cc(C)c2nc(N3CCC(C(=O)NCCN4CCOCC4)CC3)sc2c1 | -15.4% | -3.1 | -1.0% | 4.7% | ? | i | 12.0% | 5.0% | 5.6% |
| O=C(COC(=O)c1cnc(Cl)c(Cl)c1)NCc1ccc2c(c1)OCO2 | 2.8% | -0.6 | 0.0% | -0.4% | 0.1% | i | 4.6% | -13.5% | 10.0% |
| CCn1cnc2cc(NCc3ccc(Br)cc3)ccc21 | -14.9% | 0.0 | 5.4% | 13.2% | ? | ? | 5.6% | 20.8% | -5.3% |
| O=C(O)C1=CC[C@@H](c2ccc(Cl)cc2)N(S(=O)(=O)c2ccc(Cl)cc2)[C@H]1c1cccc(Cl)c1 | -27.8% | 4.8 | -0.2% | 8.1% | ? | i | ? | -1.0% | ? |
| Cc1cc(N2C(=O)c3ccc(C(=O)Nc4ccc(CC(=O)O)cc4)cc3C2=O)no1 | 1.3% | 0.3 | -0.9% | 5.8% | 3.7% | i | 2.6% | -14.6% | 0.0% |
| CC1CC(O)(Cc2ccccc2)C(C)CN1C (stereo not given) | -3.6% | -0.6 | -0.2% | -16.0% | -7.7% | i | -2.4% | -10.8% | -0.7% |
| COC(=O)[C@@H](NC(=O)NCc1ccccc1Cl)C(C)C | -4.0% | 1.2 | -0.9% | 9.3% | -8.0% | i | -0.4% | -3.9% | -7.0% |
| COc1nc(-c2ccccc2)ccc1-c1noc(-c2cccs2)n1 | -13.6% | 1.7 | 18.0% | 15.3% | 5.2% | i | -10.1% | 34.8%[activator] | 1.6% |
| CCNC(=S)N/N=C/c1ccc(OCCOc2ccccc2C)cc1 | -12.1% | -1.3 | -0.5% | 4.3% | ? | i | ? | -28.8% | -11.5% |
| CC(=O)Nc1ccc2nc(NC(=O)COc3ccccc3)sc2c1 | 9.5% | 0.2 | 0.2% | 10.2% | -1.9% | i | -17.4% | -4.5% | -31.3% |
| CCCCCCCNC(=O)CC(NS(=O)(=O)c1ccc(NC(C)=O)cc1)C(C)C (stereo not given) | -19.7% | -1.4 | 2.2% | -19.3% | 9.7% | i | -4.0% | -25.2% | -0.8% |
| C/C(=N\NC(=O)C1CC1(C)c1ccccc1)c1ccco1 (stereo not given) | -1.4% | -3.1 | 8.5% | 8.4% | -0.2% | i | 1.1% | 1.7% | -4.6% |
| CCc1cc2cc(OC)ccc2nc1SCC(=O)Nc1cc(OC)c(OC)cc1C(=O)O | -37.9% | -0.6 | -0.5% | -2.2% | ? | ? | -1.4% | -23.9% | -19.8% |
| COc1ccc(S(=O)(=O)N2CCCC(C(=O)NCc3ccccn3)C2)cc1Cl (stereo not given) | 6.2% | 0.1 | -0.5% | 7.6% | 7.5% | i | -2.3% | 0.1% | -14.6% |

Source: PubChem
